Dicer processing: inhibitors of Dicer pre-microRNA processing, primary screen, biochemical, cat-ELCCA, chemiluminescence; Endoribonuclease Dicer (Homo sapiens), Q9UPY3; z-score at 25 µM; cat-ELCCA pre-miR-21 Dicer processing; hits give high values; 47,000 tested, 6% active; in the data active = z-score above about 3, passing the limit was not always enough;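 also: plate controls were vehicle for no effect and no enzyme for full effect; higher signal means more uncleaved substrate so more Dicer inhibition; strong numbers were not always called active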
Target sequence (Q9UPY3 whole entry, looked up): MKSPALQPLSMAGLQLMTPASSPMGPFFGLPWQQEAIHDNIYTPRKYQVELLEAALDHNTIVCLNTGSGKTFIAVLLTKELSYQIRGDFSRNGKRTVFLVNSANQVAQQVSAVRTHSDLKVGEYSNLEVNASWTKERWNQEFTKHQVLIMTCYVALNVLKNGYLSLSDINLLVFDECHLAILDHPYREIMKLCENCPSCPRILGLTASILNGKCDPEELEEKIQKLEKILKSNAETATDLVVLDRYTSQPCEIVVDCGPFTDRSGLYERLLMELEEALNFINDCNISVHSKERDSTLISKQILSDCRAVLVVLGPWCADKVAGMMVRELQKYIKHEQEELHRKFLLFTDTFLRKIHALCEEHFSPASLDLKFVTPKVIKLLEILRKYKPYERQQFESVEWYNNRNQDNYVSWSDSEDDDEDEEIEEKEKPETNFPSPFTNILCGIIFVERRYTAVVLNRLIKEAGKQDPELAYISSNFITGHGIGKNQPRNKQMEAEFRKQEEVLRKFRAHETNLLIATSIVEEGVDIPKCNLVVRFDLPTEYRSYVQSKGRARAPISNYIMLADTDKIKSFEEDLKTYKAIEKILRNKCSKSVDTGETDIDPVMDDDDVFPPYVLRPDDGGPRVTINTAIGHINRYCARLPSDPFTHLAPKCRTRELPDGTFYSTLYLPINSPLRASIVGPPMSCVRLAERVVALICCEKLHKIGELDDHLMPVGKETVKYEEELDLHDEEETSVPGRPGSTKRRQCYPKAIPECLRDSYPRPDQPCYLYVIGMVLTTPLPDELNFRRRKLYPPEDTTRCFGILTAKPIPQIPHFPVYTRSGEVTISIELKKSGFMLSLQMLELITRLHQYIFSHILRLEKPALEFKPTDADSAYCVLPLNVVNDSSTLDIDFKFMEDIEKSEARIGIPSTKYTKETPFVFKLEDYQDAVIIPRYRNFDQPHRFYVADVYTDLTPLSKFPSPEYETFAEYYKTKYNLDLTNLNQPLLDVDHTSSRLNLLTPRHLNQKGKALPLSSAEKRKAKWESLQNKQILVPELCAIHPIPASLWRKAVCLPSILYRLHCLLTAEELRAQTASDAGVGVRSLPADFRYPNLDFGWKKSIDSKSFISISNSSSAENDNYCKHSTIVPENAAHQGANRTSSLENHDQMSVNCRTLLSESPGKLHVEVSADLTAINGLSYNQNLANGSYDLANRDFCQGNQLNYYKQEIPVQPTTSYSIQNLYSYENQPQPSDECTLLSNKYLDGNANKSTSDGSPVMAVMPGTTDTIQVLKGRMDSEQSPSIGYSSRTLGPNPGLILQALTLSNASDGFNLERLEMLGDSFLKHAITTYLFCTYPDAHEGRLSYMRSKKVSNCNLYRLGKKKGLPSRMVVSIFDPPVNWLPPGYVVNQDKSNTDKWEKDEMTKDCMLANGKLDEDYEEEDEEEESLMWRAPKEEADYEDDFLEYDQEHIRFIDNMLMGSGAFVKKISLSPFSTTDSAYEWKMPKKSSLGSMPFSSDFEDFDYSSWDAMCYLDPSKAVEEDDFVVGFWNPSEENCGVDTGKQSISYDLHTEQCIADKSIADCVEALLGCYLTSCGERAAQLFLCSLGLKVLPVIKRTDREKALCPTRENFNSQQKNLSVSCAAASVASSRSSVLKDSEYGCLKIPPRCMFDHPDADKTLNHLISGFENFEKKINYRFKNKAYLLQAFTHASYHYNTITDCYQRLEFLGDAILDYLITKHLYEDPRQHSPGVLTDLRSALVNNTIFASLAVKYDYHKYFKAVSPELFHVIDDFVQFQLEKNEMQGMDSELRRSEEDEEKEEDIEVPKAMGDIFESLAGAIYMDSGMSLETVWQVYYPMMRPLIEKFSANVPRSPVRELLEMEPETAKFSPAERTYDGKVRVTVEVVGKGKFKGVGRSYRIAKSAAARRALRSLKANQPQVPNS
* hit, by the source's call; & = joins results of further samples. These rows are one share of the data; count on the stated rates, not on these rows.

Structure,Dicer processing
CCSCCOC(=O)C1=C(C)NC2=C(C(=O)CCC2)C1c1coc2ccccc2c1=O (stereo not given),-0.6
O=C(NCc1ccc(S(=O)(=O)N2CCN(C(=O)C3CCCO3)CC2)s1)c1ccccc1 (stereo not given),0.74
CCc1ccc(C(=O)CSc2nc3ccccc3c(=O)[nH]2)cc1,1
O=C(O)CCC(=O)Nc1ncccc1OCc1ccc(Cl)c(Cl)c1,-1.9
CC1(C)CC(=O)C2=C(C1)Nc1ccccc1NC2c1cccc(Oc2ccccc2)c1 (stereo not given),3
CSc1ccc(NC(=O)c2cc3c4c(sc3nc2N)CCC4)cc1,-0.97
CCOc1cccc(N2C(=O)CC(N3CCN(c4ccccc4O)CC3)C2=O)c1 (stereo not given),0.67
Cn1ccnc1SCCS(=O)(=O)c1ccccc1,-0.13
CN1CCN(CC#CCC(O)(c2ccccc2)C2CCCC2)CC1 (stereo not given),0.21
CC1(C)S[C@@H]2[C@H](NC(=O)[C@H](NC(=O)N3CCNC3=O)c3ccccc3)C(=O)N2[C@H]1C(=O)O,-0.78
CN1CCc2cc(Cl)c(O)cc2[C@@H](c2ccccc2)C1,0.58
CCCCN1C(=O)C(c2c(C)[nH]n(-c3ccccc3)c2=O)(C(F)(F)F)C2=C1CC(C)(C)CC2=O (stereo not given),-3
COC(=O)C1CC2CC(CC(C(=O)OC)C23SCCS3)C1=O (stereo not given),-1.1
N#Cc1nc(-c2ccccc2)oc1N1CCOCC1,0.5
COc1c(Br)cc(-c2noc(CSC)n2)cc1Br,-0.63
CC(C)(C)C(=O)c1cn(CCOc2ccccc2F)c2ccccc12,0.05
COc1ccc(-c2cn3cc(C)ccc3n2)cc1F,2
C=C(C)Cn1c(SCCC)nc2sc3c(c2c1=O)CC(C)(C)OC3,4.3
COc1cccc(Nc2c(Nc3cccc(OC)c3)c(=O)c2=O)c1,-0.21
CCOC(=O)c1c(C)n(C)c2ccc(OCC(O)CNC(C)(C)C)cc12 (stereo not given),1.3
CC(=O)OCC(=O)[C@@]12OC3(CCCC3)O[C@@H]1C[C@H]1[C@@H]3CCC4=CC(=O)C=C[C@]4(C)[C@@]3(F)[C@@H](O)C[C@@]12C,0.16
COc1ccc(NS(=O)(=O)N(C)C)c(OC)c1,2.6
O=c1[nH]cnc2nc(N3CCOCC3)ncc12,-1
CCCC(O)C(NC(=O)c1ccccc1)c1ccccc1 (stereo not given),0.02
CCOC(=O)c1sc(/S(C)=N/S(=O)(=O)c2ccccc2)c2c1CCC=C2 (stereo not given),-0.69
COCCNc1nc2ccc(C)cc2[nH]1,1.1
CC(=O)Nc1scc2c1c(=O)oc1ccccc12,-0.37
COc1ccc(CCNc2nc(Cl)nc(NC(C)(C)CO)n2)cc1OC,-0.38
COc1ccc(OCCn2c(C)nc3ccccc32)cc1,0.43
O=C(Cc1ccccc1Br)OCC(=O)c1ccc(Br)cc1,-0.39
Cn1cc(C(=O)c2ccc(Cl)cc2)cc1/C=C(\C#N)S(=O)(=O)c1cccs1,1.3
COc1ccccc1C1CCN(Cc2ccc3c(c2)CCC(C)(C)O3)CC1,-1.3
O=S(=O)(O)c1cc(O)c2ccc3c(S(=O)(=O)O)cc(S(=O)(=O)O)c4ccc1c2c34,-1.4
FC(F)(F)c1cnc(/N=C/N2CCOCC2)c(Cl)c1,-0.86
N#C/C(=C\c1ccccc1Sc1ccc(Cl)cc1)S(=O)(=O)c1ccccn1,2.2
Cc1nn(C)c(=O)c2noc(/C=C/c3ccc(Cl)c(Cl)c3)c12,-0.86
O=C(CNCc1ccccc1)Nc1ccc(I)cc1,-0.1
Cc1cccc(C)c1OCc1nnc2c3cnn(-c4ccccc4)c3ncn12,-1.4
CCOC(=O)C1=C(NC2CCN(Cc3ccccc3)CC2)C(=O)N(C(C)(C)C)C1,-4.2
O=C(CCCSc1nc(-c2ccco2)cc(C(F)(F)F)n1)NCc1ccc(F)cc1,1.2
Cc1nc(-c2ccccc2OC(F)(F)F)[nH]c(=O)c1Cl,1.9
O=S(=O)(Nc1nc2ccccc2nc1NCc1ccccc1)c1ccc(Cl)cc1,6*
Cc1nnc(SC(C(=O)c2c(C)[nH]c3ccccc23)c2ccccc2)s1 (stereo not given),-0.17
Cc1ccc(Sc2ccc(NC(=O)Nc3ccc(OC(F)(F)F)cc3)cn2)cc1,-0.64
Cc1ccc(C(=O)Nc2cnc3sc4cc(Cl)ccc4n3c2=O)cc1,1.6
C=CCSC1=C(C#N)C(c2cccc(Cl)c2)CC(=O)N1 (stereo not given),1.7
CCCCNC(=O)c1cc2c(C)cc(C)cc2[nH]1,-3.7
CCOC(=O)c1ccc(-n2nc(C)cc2C)cc1,-0.71
CCOC(=O)C(=O)Nc1nc2ccc(S(C)(=O)=O)cc2s1,5.8*
CCOc1ccc(C2Nn3c(C)nnc3SC2C(=O)N(CC)CC)cc1 (stereo not given),0.04

Carrying on:
Structure,Dicer processing
CC1(C)C(=O)NC(=O)N1C(=O)c1ccccc1,0.13
CC(=O)N(CCS(=O)(=O)c1ccc(Cl)cc1)Cc1cccs1,-1.2
Cc1oc2ccc(O)cc2c1C(=O)OC(C)C,2.4
Cc1nc(-n2cnc3cc(C)c(C)cc32)c2c3c(sc2n1)CCC3,1.6
Nc1nc2ccc(CC(=O)O)cc2s1,-2.3
COC(=O)c1c(C)n(S(C)(=O)=O)c2ccc(N(C(=O)c3cccs3)S(C)(=O)=O)cc12,-0.82
O=C(Nc1ccc2oc(-c3ccc(Br)cc3)nc2c1)c1cccnc1,0.51
COc1nnc(OC)c2ccccc12,1.5
CC1=CC(C)C2COC(c3ccc4c(c3)OCO4)C1C2C (stereo not given),4*
CCCCSc1nc(-c2ccc(OC)cc2)ccc1C#N,-2.3
Cc1onc(-c2ccccc2Cl)c1C(=O)N(CCC#N)C1CCCCC1,5.3
COC(=O)c1scc(S(=O)(=O)C(C)C)c1-n1cccc1,-0.87
CCOCCOC(=O)C(C)Oc1ccc2c(=O)c(-c3ccc(Cl)cc3)coc2c1 (stereo not given),1.1
CCOC(=O)C(=O)Nc1sc2c(c1C(=O)OCC)CC(C)(C)OC2,4.8*
COc1nc(N)nc(C23CC4CC(CC(C4)C2)C3)n1,0.1
O=C(CC1(O)C(=O)Nc2ccccc21)c1ccc(Br)cc1 (stereo not given),0.37
Cc1[nH][nH]c(=O)c1C(c1cccc(O)c1)c1c(C)[nH][nH]c1=O,-6
Cc1cc(Cl)cc(C)c1OCCn1ccnc1,1.2
NC1=NC(c2ccc(Cl)cc2)n2c(nc(=O)c3ccccc32)N1 (stereo not given),0.35
Cc1c(C)c(C)c(CSC2=NCCS2)c(C)c1C,0.2
Cc1cc(-c2nnc(SCC(=O)c3ccc(F)cc3)o2)no1,-1.6
COC(=O)C12CCC3(SCCS3)C(C(=O)OC)(CCC13SCCS3)C2,0.82
COc1ccc2[nH]cc(CCNS(C)(=O)=O)c2c1,-0.76
CCOc1cc(C)c(S(=O)(=O)Nc2cc(C)ccn2)cc1C,0.4
N/C(=N\NS(=O)(=O)c1ccc(Cl)cc1)c1cnccn1,-0.58
O=c1nc2n(-c3ccc([N+](=O)[O-])cc3)nc(-c3ccc(Cl)cc3Cl)n2nc1Cc1ccc(Cl)cc1,0.99
CN(C)/C=C1/N=C(c2ccccc2)OC1=O,1.1
Cc1sc(-c2c(C#N)c(N)nc3c2CCCCC3)cc1Br,-2.2
COc1ccc(/C=N/OC(=O)c2sc3nc(C(F)(F)F)nn3c2C)cc1,-0.39
CCOc1cc(C)c(S(=O)(=O)Nc2ccc(Cl)cn2)cc1C,-1.4
Nc1nc(NCc2c(Cl)cccc2Oc2ccccc2)n[nH]1,4.6
COc1ccc(C2CC(=O)NC(SCC(=O)OCc3ccccc3)=C2C#N)cc1 (stereo not given),-3
O=C(c1ccc(F)cc1)C1CCNCC1,-0.28
CC1=C(C(=O)OCc2ccccc2)C(c2ccc3ccccc3c2)N(C)C(=O)N1C (stereo not given),-0.4
COc1ccc2ncc(OC(C)=O)cc2c1,0.98
COC(=O)c1c(C)oc2cc(Br)c(OC(=O)C(C)(C)C)cc12,0.52
N#CC(=Nc1ccc2c(c1)OCCO2)C1=C(O)c2ccccc2C1=O,-0.96
CS(=O)(=O)N1CCc2ccccc2C1,0.26
O=C(CSc1nc2ccccc2o1)N1CCN(S(=O)(=O)c2ccccc2)C1,0.96
Cc1nc([N+](=O)[O-])c(N2CCN(C)CC2)n1Cc1ccccc1,-1.1
CCOc1ccc(-c2nc(-c3ccc(-c4ccc(OC)cc4)nc3OC)no2)cc1,-0.39
O=C(CS(=O)(=O)c1ccc(C(F)(F)F)cn1)N/N=C\c1ccc(Cl)cc1,-0.36
Cc1ccc(S(=O)(=O)CC2CSc3nnc(C)c(=O)n32)cc1 (stereo not given),-2.1
CNC(=O)Nc1ccccc1NC1=C(C(=O)OC)CSC1,-0.53
CCCOC(=O)C1=C(C)NC2=C(C(=O)CCC2)C1c1ccc(N(C)C)cc1 (stereo not given),-0.04
COC(=O)c1cc(OC)c(OC)c(OC)c1NS(=O)(=O)c1cc(Cl)cc(Cl)c1,-2.4
COc1cc(C2SCCS2)cc([N+](=O)[O-])c1OS(=O)(=O)c1cc(Cl)ccc1Cl,-0.04
NC(=O)c1snnc1-c1ccccc1,0.72
CCCCCCCSc1nnc(-c2ccccc2N)c(=O)[nH]1,1.1
CCOC(=O)c1sc(S(C)(=O)=O)c2c1CCCC2O (stereo not given),-0.48

(list continues)
Structure,Dicer processing
O=c1c(Cc2ccc([N+](=O)[O-])cc2)c(-c2ccccc2)sc2ccccc12,3.6*
O=C1Cc2ccccc2C(c2ccc(Cl)cc2)N1 (stereo not given),0.34
COc1c([N+](=O)[O-])c(=O)oc2ccccc12,-0.37
CCCCCc1c(C)nc(N2CCN(Cc3ccc4c(c3)OCO4)CC2)[nH]c1=O,3.1*
O=c1c(Cc2ccc(Cl)c(Cl)c2)c(-c2ccccc2)oc2ccccc12,0.01
Clc1ccc(-c2nc(-c3ccncc3)no2)cc1,1.7
C#CCOCCCS(=O)(=O)O,0.51
CC(C)NC(=O)N(Cc1cccnc1)Cc1cccc(Cl)c1Cl,-0.04
Oc1ccccc1-c1nc(/C=C/c2ccc(Cl)cc2)no1,6.7*
CC(C)(C)c1nc(N)nc(NNS(=O)(=O)c2ccccc2C(F)(F)F)n1,-0.28
Cn1c(=O)c2c(ncn2Cc2cccc(Cl)c2)n(C)c1=O,2.9
CC(C)(C)c1cc2nc(-c3ccc(Cl)cc3)cc(C(F)(F)F)n2n1,1.5
Clc1ccc2c(c1)CN(Cc1ccccc1)CO2,3.3*
O=c1[nH]c2c(cnn2-c2ccccc2)c(=O)n1-c1ccc(Cl)c(Cl)c1,2.3
N#CC(Nc1ccc(Cl)cc1Cl)c1ccccc1 (stereo not given),-0.34
CCOc1cc(CNc2ccc(O)cc2)cc(Br)c1OCc1cccs1,0.14
Cc1cc2nc3c(nc2cc1C)CCCC3,-0.01
CN(C)/C=N/c1nnc(SCC(=O)Nc2ccc(F)cc2F)s1,-1
N#C/C(=C\N1CCC(n2cccc2)CC1)S(=O)(=O)c1ccccn1,2.6
CCc1ccccc1CSc1n[nH]c(=O)n1Cc1ccco1,-1.6
Cn1c(CNC(=O)c2ccc(OC(F)(F)F)cc2)nnc1SCc1ccccc1,-1.4
Cc1ccc(-c2cn3c4ccccc4nc3n2CCCO)cc1,1.3
Cc1cc(=O)n2c(n1)NC(Nc1cccc(C)c1C)=NC2c1ccc(F)cc1 (stereo not given),2.1
CCOC(=O)c1cc(C#N)c(Sc2n[nH]c(=O)n2Cc2ccccc2)nc1C(F)(F)F,-0.96
Cn1cnc(-c2ccccc2NC(=O)Nc2cccc(Cl)c2)n1,0.72
O=c1/c(=C/c2cccs2)sc2nnc(-c3ccc(Cl)cc3)n12,1.6
CCCc1cc(=O)n2c(nc3ccccc32)[nH]1,-0.44
COc1ccc(C2c3c(oc4ccc(C)cc4c3=O)C(=O)N2c2nc(C)c(C)s2)cc1OC (stereo not given),-3.9
O=C1C(=O)N(CCN2CCOCC2)C(c2cccnc2)/C1=C(\O)c1ccccc1 (stereo not given),0.45
CN(C)/C=C/C=C/C=C/C(=O)c1ccc(Br)cc1,4.5*
CCOc1ccc(C2c3c(oc4cc(C)c(C)cc4c3=O)C(=O)N2CCOC)cc1OC (stereo not given),0.17
CCN[C@H]1CN(CCCOC)S(=O)(=O)c2sc(S(N)(=O)=O)cc21,-1.5&-0.27
COc1ccc(-c2cnc(NCc3cc(Br)ccc3F)n2C)cc1,-1.2
Cc1oc2cc(OC(C)C(=O)O)ccc2c(=O)c1-c1ccc(Br)cc1 (stereo not given),0.31
CC(C)c1ccc(Nc2c(Nc3ccc(C(C)C)cc3)c(=O)c2=O)cc1,-0.03
N#Cc1cc(F)cc(F)c1NC(=O)c1cccs1,-0.83
CCOC(=O)CN(C(=O)CSc1nc(C)cc(C)c1C#N)c1ccccc1C,-3

5 structures already listed, sorted by count of non-hydrogen atoms, descending:
Structure,Dicer processing
CCOc1ccc(C2c3c(oc4cc(C)c(C)cc4c3=O)C(=O)N2CCOC)cc1OC (stereo not given),0.17
CCOC(=O)CN(C(=O)CSc1nc(C)cc(C)c1C#N)c1ccccc1C,-3
Cc1oc2cc(OC(C)C(=O)O)ccc2c(=O)c1-c1ccc(Br)cc1 (stereo not given),0.31
CN(C)/C=C/C=C/C=C/C(=O)c1ccc(Br)cc1,4.5*
CCCc1cc(=O)n2c(nc3ccccc32)[nH]1,-0.44
